TbREL1 primary = TbREL1 inhibition, primary screen | inhibition, % at 9.66 µM | TbREL1 RNA ligation, FRET fluorescence | hit rate 0.49% among 89,000 | P86926;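 active = inhibition above the mean inhibition across all screened compounds plus 3 SD, cut at about 11% in these data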;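 also: 0% = plate median of test wells and 100% = NSC42067 control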
Target sequence (P86926 whole entry, looked up): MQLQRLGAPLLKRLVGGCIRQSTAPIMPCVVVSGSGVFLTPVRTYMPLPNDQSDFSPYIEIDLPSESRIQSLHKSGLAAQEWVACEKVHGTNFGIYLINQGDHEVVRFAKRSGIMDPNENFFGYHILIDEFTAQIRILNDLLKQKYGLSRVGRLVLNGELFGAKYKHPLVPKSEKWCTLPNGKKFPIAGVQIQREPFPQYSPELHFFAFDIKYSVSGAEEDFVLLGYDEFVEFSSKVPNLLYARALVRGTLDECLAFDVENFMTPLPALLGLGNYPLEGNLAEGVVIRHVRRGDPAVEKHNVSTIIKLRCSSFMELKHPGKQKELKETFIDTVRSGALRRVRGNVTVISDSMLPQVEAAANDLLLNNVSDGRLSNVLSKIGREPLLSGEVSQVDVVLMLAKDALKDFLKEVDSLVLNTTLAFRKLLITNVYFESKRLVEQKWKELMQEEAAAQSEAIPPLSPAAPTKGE
An asterisk follows results filed as active.

TbREL1 primary	SMILES
1	CSCC[C@H](NC(=O)NCCC1=CCCCC1)C(=O)O
-2	COc1ccc(C(C)=O)cc1CN1C(=O)C(Cc2ccccc2)ON=C1c1ncccc1C (stereo not given)
0	Cc1cccc([N+](=O)[O-])c1NC(=O)COC(=O)c1nc2nccc(C)n2n1
2	CCOC(=O)N1CCC(O)(c2cc(C)c(C)cc2C)CC1
0	CCOC(=O)c1ccc(CNC(=O)CSc2nc(NC(=O)c3ccccc3)c3c(C)c(C)oc3n2)cc1
-2	CC(Nc1cc(N2CCCC2)ccc1[N+](=O)[O-])c1ccccc1 (stereo not given)
3	CC1Cc2cc(S(=O)(=O)N3CCC(C(=O)N(C)Cc4ccco4)CC3)ccc2N1C(=O)C1CCC1 (stereo not given)
-1	O=C(c1cccc(NS(=O)(=O)c2ccccc2)c1)N1CCCCC1
5	Cc1ccccc1COc1ccc(/C(O)=C2/C(=O)C(=O)N(CCCn3ccnc3)C2c2ccco2)cc1 (stereo not given)
0	O=C(Nc1nc(-c2ccncc2)cs1)C1c2ccccc2Oc2ccccc21
-1	O=C(COC(=O)c1ccc2c(c1)OCCO2)NCCc1ccccc1
-2	O=C(c1ccc(-c2ccccc2)c(F)c1)C1CCCN(C(=O)c2cncs2)C1 (stereo not given)
4	CCN(CCO)Cc1cn[nH]c1-c1ccc(C)c(C)c1
-3	COc1cc(OC)cc(-c2oc(=O)c3cc(OC)c(OC)cc3c2/C=C/c2ccc(F)cc2)c1
-1	NC(=O)NC(CC(=O)NCCCc1ccccc1)c1ccccc1Cl (stereo not given)
8	CCCCNC(=O)CCCn1c(=S)[nH]c2cc3c(cc2c1=O)OCO3
-3	O=C(Nc1c(F)cc(F)cc1Br)c1cc2nc(C(F)F)cc(C(F)F)n2n1
-1	COc1ccccc1OC(C)C(=O)Nc1ccccc1C(=O)NCc1cccnc1 (stereo not given)
3	Cc1nc(Nc2nc(-c3ccccc3)cc(=O)[nH]2)nc2ccccc12
1	COc1cccc(NC(=O)COC(=O)C2CC2)c1
1	Cc1c(C(=O)N2CCCCC2)c(S(=O)(=O)N(C)Cc2ccco2)c(C)n1C
-2	O=C(CSc1nnc(Cc2ccc3c(c2)OCO3)n1C1CCCCC1)NC1CCCC1
-1	COc1cccc(S(=O)(=O)Nc2cccc(C(=O)N3CCCCCC3)c2)c1
-2	Nc1cc(=O)[nH]c(SCC(=O)N2CCC(Cc3ccccc3)CC2)n1
-2	O=C1CC(=Nc2ccccc2)NN1c1ccccc1
1	Cc1cc(Nc2cccc(Cl)c2)n2ncnc2n1
1	O=C(NCc1ccccc1)c1ccc(NC(=O)c2ccco2)cc1
7	O=C(CSCc1ccc(F)cc1)Nc1ccccc1
0	COc1ccccc1NC(=O)c1ccc(NS(=O)(=O)c2c(C)noc2C)cc1
4	COc1cc(NC(=O)c2nnn(Cc3ccc(SC)cc3)c2N)cc(OC)c1
0	Cc1ccc(OCC(=O)NC(=S)Nc2ccc(S(=O)(=O)Nc3cc(C)on3)cc2)c(Br)c1
-5	O=C(CSc1nnc(-c2cccnc2)n1Cc1ccco1)c1ccc(Br)cc1
4	Cc1ccc(OCc2ccccc2C)c([N+](=O)[O-])n1
-4	O=C(Cn1c(=O)n(Cc2ccc(F)cc2)c(=O)c2ccccc21)NCC1CCCO1 (stereo not given)
-1	CCOc1ccccc1OC(=O)c1cc2ccccc2oc1=O
14*	CCCCCC[N+](C)(C)CC/C=C1/c2ccccc2Sc2ccc(Cl)cc21
-4	CC(C)(C)N(Cc1ccccc1)C(=O)COC(=O)c1ccc2ccccc2n1
9	Fc1ccc(NC(=S)Nc2cc(Cl)ccc2Cl)cc1
-1	CCCCCCCC(=O)C(C)C(=O)N(C)[C@H](Cc1ccc(OC)cc1)C(=O)N(C)[C@H](C(N)=O)C(C)C (stereo not given in full)
0	NS(=O)(=O)c1ccc(N2CCN(C(=O)c3ccco3)CC2)nc1

2 records drawn at random from the list so far, as already listed:
TbREL1 primary	SMILES
14*	CCCCCC[N+](C)(C)CC/C=C1/c2ccccc2Sc2ccc(Cl)cc21
-4	CC(C)(C)N(Cc1ccccc1)C(=O)COC(=O)c1ccc2ccccc2n1

Next entries
TbREL1 primary	SMILES
-7	COc1ccc(NC(=S)Nc2ccc(F)cc2)c(OC)c1
0	Cc1ccccc1S(=O)(=O)Cc1ccc(C(=O)NCc2ccccc2)o1
-3	COc1ccc(NC(=O)NCCCCc2ccccc2)c(OC)c1
5	Cc1ccc(OC(=O)c2cc(=O)c3ccccc3o2)cc1
-3	O=c1[nH]c(C2CCN(S(=O)(=O)c3ccc(S(=O)(=O)NC4CC4)cc3)CC2)nc2c1nnn2Cc1cccc(F)c1
2	O=C(O)c1cc2c(cc1NC(=O)c1ccccc1OC(F)F)OCCCO2
3	CCCCOC(=O)c1ccc(NC(=O)c2c(N)n(C)c(=O)[nH]c2=O)cc1
7	COC1(OC)N=C(N)C2(C#N)C(c3cccc(Oc4ccccc4)c3)C12C#N (stereo not given)
0	CCCn1c(-c2cccs2)nc2nc3ccccc3nc21
1	COc1ccc(/C=C(\NC(=O)c2ccccc2)C(=O)NCC2CCCO2)cc1 (stereo not given)
2	COC(=O)c1ccc(NC(=O)CSc2n[nH]c(-c3ccncc3)n2)cc1
-2	CCCCn1c(N)c(N(CC)C(=O)c2ccc(N3CCCC3=O)cc2)c(=O)[nH]c1=O
-3	Cc1cccc(NC(=O)C2CCN(S(=O)(=O)c3ccc(Cl)cc3)CC2)n1
-1	COC(=O)CSc1nc(NC#N)nc(NC(C)(C)C)n1
-2	CC1(C)CC(O)(CCNCc2ccc3c(c2)OCO3)CCO1 (stereo not given)
4	O=C(CCc1ccc(S(=O)(=O)NCc2ccccc2)cc1)N1CCN(Cc2ccc3c(c2)OCO3)CC1
2	CCCC1CCC(c2ccc(C(=O)NN)cc2)CC1 (stereo not given)
-7	COc1ccc(NC(=O)c2ccc3[nH]c(C)c(C)c3c2)cc1
0	Cc1onc(-c2ccccc2)c1C(=O)Nc1ccc(S(=O)(=O)N2CCCCC2)cc1
0	Cn1nnc(NC(=O)c2ccccc2)n1
-2	CC(C)C[C@H](NC(=O)c1nc[nH]c1C(=O)N1CCN(c2ccccc2)CC1)C(=O)OC(C)(C)C
0	O=c1cc(Nc2ccc3c(c2)OCO3)[nH]c(=O)n1-c1ccc(Br)cc1
0	Cc1ccc(S(=O)(=O)N2CCN(C(=O)CCC(=O)Nc3ccc(F)cc3F)CC2)cc1
-1	OCC(C#CCN1CCCCC1)NCc1ccccc1 (stereo not given)
0	CC(=O)OC(C(=O)NC1CCCCC1)c1ccccc1Cl (stereo not given)
4	COc1ccc(N2CCN(C(CNC(=O)C(=O)NC3CCCC3)c3ccco3)CC2)cc1 (stereo not given)
-1	CC(Nc1ccccc1)c1cccnc1 (stereo not given)
5	COc1ccc(-c2cc(C(=O)NCCCN3CCCC3=O)c3ccccc3n2)cc1OC
1	Cc1noc(C)c1COc1ccc(C(=O)N2CCCC(C(N)=O)C2)cc1 (stereo not given)
6	CN(c1ccccc1)S(=O)(=O)c1ccc(NC(=O)C2CCCCC2C(=O)O)cc1 (stereo not given)
-2	COc1ccc(-c2nc3c4ccccc4[nH]c(=O)n3n2)cc1
0	COc1ccccc1N1CCN(C(=O)Cn2nc(C(F)(F)F)c3c2CCC3)CC1
8	CCCCc1ccc(NC(=O)CN2NS(=O)(=O)c3ccccc3C2=O)cc1
-3	Clc1ccccc1CN(Cc1ccccc1)c1ncnc2nc[nH]c12
0	CN(C(=O)COC(=O)c1c2c(nc3ccccc13)CCCC2)c1c(N)n(Cc2ccccc2)c(=O)[nH]c1=O
-1	COc1ccc(OC)c(NC(=O)COC(=O)CNC(=O)c2ccc(OC)c(OC)c2)c1
-2	Cc1cc(C(=O)Nc2nnc(C3CCCCC3)s2)no1
4	CCN(CCNC(=O)C1CCC(=O)N1Cc1ccc(C)cc1)c1ccccc1 (stereo not given)
-4	COc1ccccc1NC(=S)NCCSc1ccc(C)cc1
0	Cc1c(C(=O)N2CCOCC2)sc(NC(=O)c2ccc([N+](=O)[O-])cc2)c1C#N
1	COC(=O)C1(Cc2cc(-c3cccc(Br)c3)no2)CCN(C(=O)OC(C)(C)C)CC1
-1	CCOC(=O)c1cc(NC(=O)CSc2nnc(CN3CCOCC3)n2C)ccc1Cl
-3	Cn1c2c(c(=O)n(C)c1=O)C(C(F)(F)F)(C(F)(F)F)N=C(C1CCCCC1)N2
6	O=C(CSCc1ccc(Cl)cc1)N/N=C/c1ccc(OCC(=O)Nc2ccccc2)cc1
6	O=C(CSc1nccc(=O)[nH]1)NCc1ccc(Cl)cc1
0	C[C@@H]1CCN(C2CC2)S(=O)(=O)c2ccc(N3CC[C@@H](O)C3)cc2O1
-1	CN(C)c1ccc(N=Nc2ccc(S(N)(=O)=O)cc2)cc1
1	CCOC(=O)C1=C(CNCc2ccccc2Cl)NC(=O)NC1c1cccc([N+](=O)[O-])c1 (stereo not given)
6	COc1ccc(C[C@@H]2CN3C(=NC[C@@H]3C)N2C[C@H](C)NC(=O)CCC2CCCCC2)cc1
-3	COC(=O)c1nn(-c2ccc(OC)cc2)c(=O)cc1Oc1ccccc1

The results go on:
TbREL1 primary	SMILES
-1	O=C(Cn1nnc(-c2ccccc2)n1)NC1CCS(=O)(=O)C1 (stereo not given)
0	CCn1nnnc1SCC(=O)c1ccc(NC(C)=O)cc1
3	Cc1ccc(CNCc2cc(Cl)ccc2O)cc1
-1	CC(C(=O)N1CCc2ccccc21)N(C)CC(=O)Nc1cccc(F)c1 (stereo not given)
2	CC(C(=O)N1CCCC1)N1CCN(c2ccccc2O)CC1 (stereo not given)
-1	CN1C[C@@H]2[C@@H]3C(=O)N(Cc4ccccc4)C(=O)[C@@H]3[C@](C)(C1=O)N2C(=O)c1ccccc1
0	CCOc1ccc(NC(=O)CN(C)CC(=O)Nc2ccc(F)c(F)c2F)cc1OCC
0	O=S(=O)(Nc1nnc(C2CCCCC2)s1)c1ccc(F)cc1
0	COC(=O)c1c(C)n(-c2ccc(C)cc2)c2ccc(O)cc12
-2	O=C(O)COc1ccccc1/C=N/NC(=O)CSc1nc2ccccc2n1Cc1ccc(Cl)cc1
0	O=C(NCc1ccccn1)C(=O)NCC1OCCN1C(=O)c1ccc(Cl)cc1 (stereo not given)
4	O=C(Nn1cnnc1)C1Cc2ccccc2CN1S(=O)(=O)c1ccc(F)cc1 (stereo not given)
-1	COCCNc1nc2cc(-c3cccc(Cl)c3)sc2c(=O)n1C
-4	Cc1ccc(/C=C/C(=O)NC(=S)Nc2ccccc2C(=O)NC2CCCCC2)cc1
6	O=C(O)c1cccc(N/N=C(\N=Nc2ccccc2)c2ccccc2)c1
4	CCOC(=O)Cc1csc(NS(=O)(=O)c2ccccc2)n1
0	CCCCOc1ccc(/C=C(\C#N)C(=O)NC2CC2)cc1
-4	CCOC(=O)c1cn(CC)c2ccc(S(=O)(=O)N3CC(C)CC(C)C3)cc2c1=O (stereo not given)
5	O=C(Nc1ccc(SC(F)F)cc1)c1ccc(F)cc1
4	COc1ccc(CCNC(=O)CSc2ncc(C(=O)Nc3ccccc3)c(=O)n2C)cc1

Next section; it opens with the four that closed the last part.
TbREL1 primary	SMILES
0	CCCCOc1ccc(/C=C(\C#N)C(=O)NC2CC2)cc1
-4	CCOC(=O)c1cn(CC)c2ccc(S(=O)(=O)N3CC(C)CC(C)C3)cc2c1=O (stereo not given)
5	O=C(Nc1ccc(SC(F)F)cc1)c1ccc(F)cc1
4	COc1ccc(CCNC(=O)CSc2ncc(C(=O)Nc3ccccc3)c(=O)n2C)cc1
3	Cc1ccnc(NS(=O)(=O)c2ccc(NC(=O)C34CC5CC(C)(CC(C)(C5)C3)C4)cc2)n1
-4	CCOC(=O)N1CCC(N(CCCOC)C(=O)Nc2cccc(OC)c2)CC1
-6	CCOC(=O)N1CCN(C(=O)C2CCN(Cc3nc(-c4ccccc4C)oc3C)CC2)CC1
0	COc1ccc(C(F)(F)F)cc1N/C=C\c1nnnn1-c1ccccc1
3	O=C(CCN1CCCCC1)NCC1OCCc2ccccc21 (stereo not given)
-2	CC(NC(=O)OCc1ccccc1)C(=O)NCC(=O)NC(Cc1ccc(OC(C)(C)C)cc1)C(=O)OC(C)(C)C (stereo not given)
-1	COc1ccc(CCn2nnnc2C(C(C)C)N2CCN(c3ncccn3)CC2)cc1OC (stereo not given)
0	COC(=O)CSC1=C(C#N)C(c2ccc(F)cc2)CC(=O)N1 (stereo not given)
1	O=C(COC(=O)c1cc(=O)[nH]c2ccccc12)NCc1ccccc1Cl
1	O=C(Cn1nnc(-c2ccc(N3CCOCC3)cc2)n1)c1ccccc1

Marked active in TbREL1 primary, among the entries above:
TbREL1 primary	SMILES
14*	CCCCCC[N+](C)(C)CC/C=C1/c2ccccc2Sc2ccc(Cl)cc21

Carrying on.
TbREL1 primary	SMILES
-2	CC(=O)Nc1ccc(C(O)(C(F)(F)F)C(F)(F)F)cc1
1	COC(=O)[C@H](C)NC(=O)Nc1ccc(OC(F)(F)F)cc1
1	Cc1cccc(NC(=O)c2ccc(S(=O)(=O)C(F)F)cc2)c1C
2	CC1(C)NC(=O)N(CCCCOc2ccc3ccccc3c2Cl)C1=O
-2	CN(C)c1ccc(/C=N/NC(=O)c2sccc2-n2cccc2)cc1
0	O=C(N/N=C(\c1ccccc1)c1cccnc1)C(O)(c1ccccc1)c1ccccc1
-1	CC(=O)NCCC(=O)N1CCc2c([nH]c3ccccc23)C1c1cccc(C)c1 (stereo not given)
-1	CN(CC(=O)NCc1ccc(Cl)cc1)S(=O)(=O)c1cccc2nsnc12
0	COc1ccccc1-c1ccc(SCC(=O)NC2CCCCC2)nn1
1	CCCCn1c(=O)n(CC(=O)Nc2c(CC)cccc2CC)c(=O)c2c1nc(CO)n2CCC

Part of the list above in order of formula weight, ascending:
TbREL1 primary	SMILES
1	Cc1cc(Nc2cccc(Cl)c2)n2ncnc2n1
0	COC(=O)CSC1=C(C#N)C(c2ccc(F)cc2)CC(=O)N1 (stereo not given)
-2	CN(C)c1ccc(/C=N/NC(=O)c2sccc2-n2cccc2)cc1
-4	Cc1ccc(/C=C/C(=O)NC(=S)Nc2ccccc2C(=O)NC2CCCCC2)cc1
-2	CC(C)C[C@H](NC(=O)c1nc[nH]c1C(=O)N1CCN(c2ccccc2)CC1)C(=O)OC(C)(C)C

A portion of the library. The share of hits here may be higher or lower than overall.
